SIRT5 inh: inhibitors of human sirtuin-5 desuccinylase | Q9NXA8 | Purified SirT5, succinyl-peptide AMC, trypsin-coupled fluorescence | inhibition, % at 15 µM | 330,000 compounds, 1.1% hits; in the data active = inhibition above about 15%; inconclusive = no clear call, values can overlap the other calls
Target sequence (Q9NXA8 whole entry, looked up): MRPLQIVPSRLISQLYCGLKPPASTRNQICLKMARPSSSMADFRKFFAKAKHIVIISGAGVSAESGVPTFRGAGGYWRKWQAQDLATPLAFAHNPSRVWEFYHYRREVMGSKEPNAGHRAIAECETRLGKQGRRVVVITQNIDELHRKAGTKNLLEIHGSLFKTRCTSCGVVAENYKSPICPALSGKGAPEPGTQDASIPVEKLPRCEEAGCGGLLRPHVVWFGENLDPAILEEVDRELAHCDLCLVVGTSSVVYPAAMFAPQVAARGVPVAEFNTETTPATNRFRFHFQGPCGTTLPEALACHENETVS
ERp5 block: ERp5 (human) disulfide isomerase inhibition | Q15084 | ERp5 insulin aggregation, absorbance 650 nm, 90 min | inhibition, % at 9.99 µM | 350,000 compounds, 0.05% hits;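 active = mean replicate inhibition above about 25%, with every replicate also reaching it, limit read from the data, passing the limit was not always enough; inconclusive = only one of those two criteria met; inactive = neither criterion met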
Target sequence (Q15084 whole entry, looked up): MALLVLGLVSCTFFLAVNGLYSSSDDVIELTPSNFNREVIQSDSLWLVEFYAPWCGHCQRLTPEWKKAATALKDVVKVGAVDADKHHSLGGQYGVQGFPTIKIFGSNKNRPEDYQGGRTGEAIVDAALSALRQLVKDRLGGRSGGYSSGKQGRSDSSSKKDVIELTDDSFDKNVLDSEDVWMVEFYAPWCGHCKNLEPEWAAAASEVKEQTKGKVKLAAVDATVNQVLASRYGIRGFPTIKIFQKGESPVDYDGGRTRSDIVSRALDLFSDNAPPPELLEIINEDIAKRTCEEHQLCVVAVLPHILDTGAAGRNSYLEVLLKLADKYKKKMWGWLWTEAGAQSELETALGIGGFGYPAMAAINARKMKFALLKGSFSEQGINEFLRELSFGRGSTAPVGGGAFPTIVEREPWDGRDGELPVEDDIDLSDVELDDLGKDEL
ERAP1 inh: ERAP1 (human) enzyme inhibition. recombinant ERAP1, Leu-AMC fluorescence, 60 min. inhibition, % at 10.7 µM. 340,000 compounds, 0.15% hits;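 active = mean replicate inhibition of at least 30%, or all replicates individually reaching that 30% level; inactive = mean below 30% and not every replicate reaching it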;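 note: 0% = neutral control wells and 100% = L-leucinethiol positive control wells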
F508del corr: CFTR F508del correction in bronchial cells; 350,000 compounds, 0.36% hits; activity (quench increase), % at 7.58 µM; CFBE cells, YFP halide quenching; stimulated with forskolin plus potentiator P3; % fluorescence drop versus neutral controls;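 active = mean added fluorescence quench of at least 8% versus neutral control, with both replicates also reaching 8%; inconclusive = only one of the mean or replicate conditions met; inactive = mean below 8% and not both replicates reaching 8%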;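 note: cells transiently co-express mutant CFTR-F508del with the halide-sensitive YFP; corrector assay measuring rescue of mutant channel to the surface after 24 h compound exposure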
miR-122 sensor: inhibitors of miR-122 in Huh7 cells; Huh7 miR-122 Renilla luciferase sensor, 48 h; neutral wells = 0, positive control = 100; activation (reporter increase), % at 12.5 µM; 340,000 compounds, 0.3% hits;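 active = mean replicate activation score at least 90 and every replicate individually at or above 90; inconclusive = only one of the two criteria met; inactive = neither criterion met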;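 note: higher luciferase means less miR-122 activity so hits act as miR-122 inhibitors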
Casp6 inh: inhibitors of human caspase-6; inhibition, % at 12.5 µM; 350,000 compounds, 0.53% hits; purified caspase-6, Z-VEID-R110 cleavage fluorescence; AID 686996;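 active = mean inhibition across replicates at least about 35%, with every replicate also reaching that limit, limit read from the data; inconclusive = only one of the two criteria met; inactive = neither criterion met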;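 note: 0% = median of neutral control wells and 100% = no fluorescence left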
Target sequence (P55212 24-179 limits assumed): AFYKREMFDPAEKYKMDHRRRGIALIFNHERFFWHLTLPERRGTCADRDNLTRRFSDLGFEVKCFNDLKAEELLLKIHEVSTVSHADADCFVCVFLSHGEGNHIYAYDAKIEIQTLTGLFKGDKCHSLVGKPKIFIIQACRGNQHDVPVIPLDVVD
Target sequence (P55212 194-293 limits assumed): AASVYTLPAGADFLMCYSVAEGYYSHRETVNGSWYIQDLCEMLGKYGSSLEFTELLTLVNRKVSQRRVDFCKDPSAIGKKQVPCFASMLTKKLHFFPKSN
DENV2 CPE rescue: inhibitors of DENV2 cytopathic effect | DENV2-infected cells, cytopathic effect rescue, plate reader | CPE inhibition, % at 9.99 µM | 350,000 compounds, 1.7% hits; in the data active = CPE inhibition above about 20%, passing the limit was not always enough; inconclusive = no clear call, values can overlap the other calls; tested in BHK-21 cells;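 note: 0% = median of neutral control wells and 100% = median of positive control wells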
Numbers without * were called inactive; ? = inconclusive; / = not tested or not shown; & = joins results of further samples; [ ] = remark or other dose.

SMILES	SIRT5 inh	ERp5 block	ERAP1 inh	F508del corr	miR-122 sensor	Casp6 inh	DENV2 CPE rescue
OC[C@H]1[C@@H](c2ccc(C#Cc3ccccc3F)cc2)[C@@H]2CN(CC3CCOCC3)CCCCN12	4.7	-5.4	-3.3	0.4	2.0[16.7 µM]	1.5	-18.3
O=C1c2ccccc2C(=O)C1c1ccc(O)cc1	-6.4	-4.1	2.1	-2.1	-24.4	4.7	5.5
Cc1nc2cc(NC(=O)Nc3ccccc3Cl)ccc2n1C	-0.9	5.2	-2.5	2.2	/	0.1	-1.2
CCCNC(=O)N1C[C@H](O)COC[C@@H]2O[C@@H](CC(=O)NCc3ccncn3)CC[C@H]21	4.9	-4.4	-0.5	-0.4	-2.4[16.7 µM]	0.6	1.3
COc1ccc(Cl)cc1NC(=O)NCc1ccccn1	-0.9	-7.6	2.9	0.4	1.9	2.5	-4.6
COc1ccccc1NC(=O)N[C@@H]1CC[C@@H](CCn2cc(-c3cccnc3)nn2)O[C@H]1CO	0.5	-1.6	-1.6	3.1	-18.2[16.7 µM]	1.9	5.5
C[C@@H]1CN([C@@H](C)CO)S(=O)(=O)c2ccc(C3=CCCC3)cc2O[C@H]1CN(C)C(=O)C1CCC1	-1.9	-1.0	-2.0	-1.6	1.2[16.7 µM]	-0.9	-6.9
COc1cc(CNc2ccccc2)c([N+](=O)[O-])cc1OC	3.1	2.2	1.4	0.2	0.4	8.8	8.5
CCN1CCN(CC(=O)Nc2ccc(C(C)=O)cc2)CC1	-4.3	1.0	1.8	-3.0	/	-16.3	4.1
O=C(C[C@@H]1CC[C@@H]2[C@H](COC[C@H](O)CN2C(=O)c2cccnc2)O1)NCc1ccc(Cl)cc1	9.6	-0.9	-5.7	1.5	5.2[16.7 µM]	-1.1	3.3
O=C(C[C@@H]1C=C[C@@H](NC(=O)Nc2ccc(C(F)(F)F)cc2)[C@H](CO)O1)NCCN1CCCC1	0.9	7.9	2.2	0.2	/	-16.8	1.5
C=CCNC(=O)C1=NN(c2c(F)c(F)cc(F)c2F)C(=O)CC1	-2.1	-4.1	2.6	-0.6	1.3	-4.8	-5.7
COc1ccc2c(CC(=O)N[C@@H](Cc3c[nH]c4ccccc34)C(=O)O)cc(=O)oc2c1	-3.5	-2.7	-2.1	-1.6	-3.6	11.7	9.4
COc1ccc(CN(C)C[C@@H]2Oc3ccc(NS(=O)(=O)c4cccs4)cc3CC(=O)N([C@@H](C)CO)C[C@H]2C)cc1	/	-3.3	1.4	-2.9	/	-1.6	-4.3
O=C(Cn1cncn1)N/N=C/c1ccccc1Cl	-2.5	4.2	0.0	-1.3	/	0.1	1.0
CC1(C)CC2CC(C)(CN2S(=O)(=O)c2ccc(F)cc2F)C1 (stereo not drawn)	-1.4	0.1	-3.0	-1.6	/	0.4	-0.7
Cc1ccc2nc(-c3ccco3)c(Cc3cccc(Cl)c3)n2c1	-2.4	5.2	-0.6	-5.5	-2.1	1.2	-0.4
COc1ccc(CC(C)CC(=O)NCCc2ccc(OC)c(OC)c2)cc1 (stereo not drawn)	0.6	-1.0	-1.2	-0.5	3.0	-4.8	4.0
CCCN(CCC)CCCNC(=O)c1cn(CC)c2ccc(S(=O)(=O)N3CCOCC3)cc2c1=O	0.4	3.5	4.5	3.3	-3.7	-3.6	-0.4
COc1ccccc1C1CC(=O)Oc2ccc(C(C)(C)C)cc21 (stereo not drawn)	0.7	0.4	/	2.4	5.5	-0.8	-0.7
O=C(Cn1nc([N+](=O)[O-])nc1Br)NC1CCCCC1	0.9	0.0	-5.7	1.4	-7.5	1.5	13.4
Clc1cccc(CSc2ccc(-c3ccco3)nn2)c1	-0.7	5.3	-8.7	-1.2	/	5.7	-1.7
C[C@@H]1CN([C@H](C)CO)C(=O)c2cc(N(C)C)ccc2O[C@@H](C)CCCCO[C@@H]1CN(C)S(=O)(=O)c1cn(C)cn1	0.0	7.3	0.3	-1.4	0.9[16.7 µM]	0.8	0.6
CC1CCCCC1Nc1nc2ccc(Cl)cc2n2cnnc12 (stereo not drawn)	-0.5	0.3	-0.5	0.2	-11.3	-2.3	3.0

Complete entries as entered above. Values in the order: SIRT5 inh	ERp5 block	ERAP1 inh	F508del corr	miR-122 sensor	Casp6 inh	DENV2 CPE rescue
O=C(Cn1cncn1)N/N=C/c1ccccc1Cl as listed: -2.5	4.2	0.0	-1.3	/	0.1	1.0
COc1ccccc1C1CC(=O)Oc2ccc(C(C)(C)C)cc21 (stereo not drawn) as listed: 0.7	0.4	/	2.4	5.5	-0.8	-0.7
CC1CCCCC1Nc1nc2ccc(Cl)cc2n2cnnc12 (stereo not drawn) as listed: -0.5	0.3	-0.5	0.2	-11.3	-2.3	3.0

Next compounds follow.
SMILES	SIRT5 inh	ERp5 block	ERAP1 inh	F508del corr	miR-122 sensor	Casp6 inh	DENV2 CPE rescue
CN1c2ccc(-c3ccccc3)cc2[C@@H]2[C@@H](CCN2C(=O)CN2CCOCC2)[C@H]1CO	-7.6	-1.9	-0.7	0.9	3.8[16.7 µM]	6.1	-13.0
CCS(=O)(=O)Nc1cc2c3c(c1)CCC(=O)N3CCC2	-0.3	9.5	0.4	3.4	-3.9	-4.0	-2.7
O=C(C[n+]1ccccc1)Nc1ccccc1	-4.1	2.6	-1.2	5.4	-1.2	-0.8	4.5
C[C@H]1CN([C@@H](C)CO)C(=O)Cc2cc(NC(=O)CCN3CCOCC3)ccc2O[C@@H]1CN(C)Cc1ccc(Oc2ccccc2)cc1	-1.3	-1.2&-2.3	4.0	-0.7&-3.2	-1.4[16.7 µM]	-0.7&6.3	-2.0
COCOCCn1cc(CN2CCS(=O)(=O)N(Cc3ccc(-c4ccc(C)cc4)cc3)C(C(C)C)C2=O)nn1 (stereo not drawn)	1.9	-0.7	3.2	-3.1	0.4	2.3	-2.9
CC(C)C#Cc1ccc([C@@H]2[C@@H](CO)N3C(=O)CN(C(=O)C4CCCCC4)C[C@@H]23)cc1	1.9	0.9	0.0	-1.3	/	5.9	5.3
CCOC(=O)Cn1nc(-c2ccccc2)c2cnc3ccc(C)cc3c21	-2.1	5.2	4.8	6.0	/	-0.8	14.4
Cc1onc(-c2ccc(Cl)cc2)c1-c1ccnc(SCC(=O)Nc2cc(Cl)cc(Cl)c2)n1	-1.2	/	0.2	-0.6	/	-3.0	-5.6
N#C[C@@H]1[C@@H](c2ccc(C#CC3CCCC3)cc2)[C@@H](CO)N1S(=O)(=O)c1ccccc1	-1.3	-0.2	3.8	0.1	/	-2.1	-0.7
Cc1noc(C)c1C(=O)Nc1nc(-c2ccc(F)c(F)c2)cs1	0.9	-0.7	3.0	-1.8	-0.8	7.6	3.2
O=C(O)c1ccc(-n2cc(-c3cc4ccccc4oc3=O)[nH]c2=S)cc1	-6.9	-9.8	-0.4	1.5	/	6.4	0.2
C[C@H](CO)N1C[C@H](C)[C@H](CN(C)S(=O)(=O)c2ccc(Cl)cc2)Oc2ccc(N(C)C)cc2C1=O	-3.2	-4.8	0.3	-0.5	-1.9[16.7 µM]	-0.3	6.1

Among those listed so far, these have a COOH group.
SMILES	SIRT5 inh	ERp5 block	ERAP1 inh	F508del corr	miR-122 sensor	Casp6 inh	DENV2 CPE rescue
COc1ccc2c(CC(=O)N[C@@H](Cc3c[nH]c4ccccc34)C(=O)O)cc(=O)oc2c1	-3.5	-2.7	-2.1	-1.6	-3.6	11.7	9.4
O=C(O)c1ccc(-n2cc(-c3cc4ccccc4oc3=O)[nH]c2=S)cc1	-6.9	-9.8	-0.4	1.5	/	6.4	0.2

Further structures.
SMILES	SIRT5 inh	ERp5 block	ERAP1 inh	F508del corr	miR-122 sensor	Casp6 inh	DENV2 CPE rescue
CN1CCN(C(=O)C[C@H]2C[C@@H]3c4cc(NC(=O)c5cccnc5)ccc4O[C@@H]3[C@H](CO)O2)CC1	/	/	/	-0.8	3.7[16.7 µM]	/	3.6
O=C(N[C@@H]1C=C[C@H](CC(=O)N2CCC(Cc3ccccc3)CC2)O[C@H]1CO)c1cnccn1	0.9	0.5	0.8	0.9	/	-1.7	-3.1
CCN(Cc1ccccc1)c1ccc(/C=N/N2CCOCC2)cc1	-1.4	5.6	-5.0	0.1	/	1.9	0.8
CCC(=O)N[C@H]1CC[C@@H](CC(=O)NCc2ccccc2OC)O[C@H]1CO	1.0	-1.7	-0.3	-1.1	/	-0.3	2.9
C[C@H]1CN([C@@H](C)CO)C(=O)c2cc(NC(=O)C3CC3)ccc2O[C@H]1CN(C)C(=O)Nc1ccc(F)cc1	0.0	0.6	4.8	6.7	51.5[16.7 µM]	-17.0	0.3
Cc1nc(-c2ccc(F)cc2)c(CC(=O)N(C)CC(=O)Nc2ccc(Cl)c(C(F)(F)F)c2)s1	-2.4	-3.3	2.8	0.7	0.4	-62.8	-0.8
CCCn1c(SCC(=O)Nc2cc(S(=O)(=O)N(C)C)ccc2OC)n[nH]c1=O	/	-2.3	-0.7	-1.4	2.0	-0.3	?
O=C(C[C@@H]1CC[C@H]2[C@@H](COC[C@@H](O)CN2Cc2cc(F)ccc2F)O1)NCc1ccccc1	-0.1	-6.7	0.9	0.7	7.8[16.7 µM]	-0.2	-10.1
C[C@@H]1CN([C@H](C)CO)C(=O)c2cc(C#CC3CCCC3)cnc2O[C@H]1CN(C)C(=O)C1CC1	-9.7	1.5	-1.0	-0.5	5.5[16.7 µM]	-1.2	-6.2
NC(=O)c1cnn(-c2cc(Oc3ccccc3)ncn2)c1N	0.2	-1.2	1.6	-2.1	-1.4	3.3	5.0
O=C(CC1CCCCC1)NCc1ccc(Cl)cc1	0.0	-9.4	0.5	0.2	-7.7	6.7	2.6
Cc1ccc(C(=O)N2CCSCC2)cc1	-0.3	-0.7	1.1	-1.1	-5.7	3.8	-3.8
CC(C)C#Cc1cnc2c(c1)C(=O)N([C@@H](C)CO)C[C@@H](C)[C@H](CN(C)Cc1ccccc1F)O2	-0.8	0.2	1.2	2.0	9.9[16.7 µM]	-1.5	4.8
C[C@H](CO)N1C[C@H](C)[C@H](CN(C)Cc2ccc(C(F)(F)F)cc2)Oc2c(NC(=O)C3CCOCC3)cccc2C1=O	-2.8	3.1	-3.0	-3.8	10.7[16.7 µM]	2.2	?
COCCn1cnc2c1c(=O)n(CC#N)c(=O)n2Cc1ccccc1	3.3	0.9	1.5	0.0	-0.5	-2.0	14.4
Cc1noc(C)c1NC(=O)N(C)C[C@H]1Oc2c(NS(=O)(=O)c3ccccc3)cccc2C(=O)N([C@@H](C)CO)C[C@@H]1C	6.7	8.3	0.4	0.3	-3.1[16.7 µM]	-3.7	3.8
COc1ccc(CN2CCNC(=O)C2CC(=O)N(C)CCc2cnn(C)c2)c(F)c1 (stereo not drawn)	11.6	4.5	-8.7	0.8	-9.5	-1.3	-0.7
C/C(=N\NC(=O)C1CC1)c1ccc(OC(F)F)cc1	0.1	-2.7	-1.1	-1.6	-2.9	-0.5	-4.8
C[C@H](CO)N1C[C@H](C)[C@@H](CN(C)Cc2ccncc2)Oc2ccc(NS(=O)(=O)c3cccs3)cc2CC1=O	/	/	/	3.1	3.1[16.7 µM]	/	12.2
COc1cc(CNn2cn[nH]c2=S)ccc1OCC(=O)NC(C)(C)C	3.0	-1.6	0.7	4.2	-5.1	-0.7	1.9
COc1cc(C)ccc1OCC(=O)OCC(=O)c1ccc[nH]1	/	-1.0	0.7	-0.7	/	0.7	0.2
CC(=O)N1N=C(c2ccc(NS(C)(=O)=O)cc2)CC1c1ccc2nccnc2c1 (stereo not drawn)	2.6	-2.7	2.4	-4.1	/	/	-8.4
C[C@H]1CN([C@@H](C)CO)C(=O)c2cccc(NS(=O)(=O)c3ccc(F)cc3)c2O[C@H]1CN(C)C(=O)Nc1ccccc1	-1.9	-2.1	0.0	0.0	-2.4[16.7 µM]	/	0.9
